IDE cell activ = boosts human insulin-degrading enzyme activity in HEK cells | P14735 | FAbeta-B cleavage, fluorescence polarization; 0% vehicle, 100% cell-free pure enzyme wells | activation, % at 5.96 µM | 0.073% of 340,000 active | AID 493087;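 active = activation above the mean of all tested compounds plus 3 SD, set per screening campaign, cut at about 17% in these data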
Target sequence (P14735 whole entry, looked up): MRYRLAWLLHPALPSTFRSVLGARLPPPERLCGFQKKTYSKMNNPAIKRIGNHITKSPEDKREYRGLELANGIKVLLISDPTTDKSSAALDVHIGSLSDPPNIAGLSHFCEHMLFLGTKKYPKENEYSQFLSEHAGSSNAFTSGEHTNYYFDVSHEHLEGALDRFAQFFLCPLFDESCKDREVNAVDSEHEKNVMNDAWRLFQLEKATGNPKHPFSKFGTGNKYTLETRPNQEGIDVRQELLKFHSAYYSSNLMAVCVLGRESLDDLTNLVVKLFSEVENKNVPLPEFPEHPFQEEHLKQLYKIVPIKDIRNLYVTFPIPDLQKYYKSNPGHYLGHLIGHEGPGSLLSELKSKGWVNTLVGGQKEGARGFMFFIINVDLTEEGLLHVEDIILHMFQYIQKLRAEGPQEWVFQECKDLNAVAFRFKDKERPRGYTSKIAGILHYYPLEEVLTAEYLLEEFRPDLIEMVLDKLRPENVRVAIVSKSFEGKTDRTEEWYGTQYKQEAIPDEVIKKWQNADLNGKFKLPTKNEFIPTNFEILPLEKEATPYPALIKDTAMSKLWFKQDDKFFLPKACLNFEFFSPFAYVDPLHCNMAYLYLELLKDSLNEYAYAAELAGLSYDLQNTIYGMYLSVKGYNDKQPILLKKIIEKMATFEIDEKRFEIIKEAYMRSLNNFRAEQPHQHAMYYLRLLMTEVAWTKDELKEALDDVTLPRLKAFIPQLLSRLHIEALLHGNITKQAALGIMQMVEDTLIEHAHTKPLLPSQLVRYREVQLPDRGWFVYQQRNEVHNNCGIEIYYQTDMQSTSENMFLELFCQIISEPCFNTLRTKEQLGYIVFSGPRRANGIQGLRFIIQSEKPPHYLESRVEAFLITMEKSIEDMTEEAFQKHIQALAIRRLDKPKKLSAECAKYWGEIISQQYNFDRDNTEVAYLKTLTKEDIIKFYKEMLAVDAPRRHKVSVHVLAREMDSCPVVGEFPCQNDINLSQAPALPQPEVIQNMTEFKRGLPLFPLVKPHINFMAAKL
* hit, by the source's call.

SMILES	IDE cell activ
Cc1cc(C(=O)N/N=C2\CCCC(=O)C2)c(C)o1	4
O=C(CN1C(=O)NC2(CCCC2)C1=O)N1CCN(S(=O)(=O)c2ccccc2[N+](=O)[O-])CC1	2
Cc1ccc(C(=O)NCC(=O)OCC(=O)N(CC(C)C)c2c(N)n(Cc3ccccc3)c(=O)[nH]c2=O)cc1C	0
Cc1cnc(NC(=O)c2ccc(F)c(S(=O)(=O)N3CCOCC3)c2)s1	0
CN(CC(=O)Nc1cccc(S(=O)(=O)N2CCCCC2)c1)Cc1ccc(F)cc1	3
CC(C)Oc1ccc(C(=O)NCC(=O)Nc2ccc3c(c2)CCC3)cc1	-4
COc1ccccc1CNC(=O)c1cc(-c2ccccc2)nn1Cc1cc(C)no1	-2
CC(C)N(C(=O)[C@H]1C[C@H](CC(=O)NC(C)(C)C)C(=O)N2CCc3c([nH]c4ccc(Cl)cc34)[C@]12C)C(C)C	-2
CCOc1ccc(C(=O)C(C)OC(=O)CN2C(=O)NC(C)(C)C2=O)cc1 (configuration not stated)	1
Cc1cccc(NC(=O)CNC(=O)Cn2cc(C(F)(F)F)cc(Cl)c2=O)c1C	-1
COc1ccc(-c2cc(C(=O)N(C)CC(=O)Nc3ccccc3C(F)(F)F)c3ccccc3n2)cc1OC	-4
O=C(/C=C/c1ccc(S(=O)(=O)N2CCOCC2)cc1)N1CCCCC1	1
COc1ccc(NC(=O)C(C)N2C(=O)c3ccccc3S2(=O)=O)c(OC)c1 (configuration not stated)	3
COc1ccc(NS(=O)(=O)c2cccc(C(=O)NCC3(N(C)C)CCCCC3)c2)cc1	4
O=C(COC(=O)CSc1ccc([N+](=O)[O-])cc1)NCc1cccs1	-3
COc1cccc(/C=N/NC(=O)c2cccc3ccccc23)c1OC	0
CC(=O)Nc1ccc(C(=O)COC(=O)CN2C(=O)NC3(CCCCC3C)C2=O)cc1 (configuration not stated)	6
COc1ccccc1NC(=O)N(O)C1(C#N)CCCCC1	0
COc1cccc(CN(C)C(=O)CN2C(=O)NC(c3ccccc3)(c3ccccc3)C2=O)c1OC	7
CCN(CC(=O)NCc1ccc(Cl)cc1)C(=O)CSc1cc(C)ccc1C	1
CCN(CC(=O)Nc1c(F)cccc1F)C(=O)CCCc1cccs1	-2
O=C(NCc1nnnn1-c1ccc(F)c(F)c1)c1ccc(S(=O)(=O)N2CCOCC2)cc1	3
Cc1ccc(NC(=O)C(C)OC(=O)CSc2ccccc2)cc1 (configuration not stated)	2
COc1ccc(C2=CN3CCCCC3CC2=O)cc1OC (configuration not stated)	-4
O=C(COC(=O)CCc1nc2ccccc2c(=O)[nH]1)Nc1ccc(OC(F)(F)F)cc1	5
CC(=O)c1c(C)[nH]c(C(=O)CN2CCN(S(=O)(=O)c3ccccc3F)CC2)c1C	3
CC(C)(C)N(Cc1ccccc1)C(=O)COC(=O)C1CCN(c2ccc(C(F)(F)F)cn2)CC1	4
Cc1ccc(S(=O)(=O)NCCC(=O)NC2CCCCC2C)cc1 (configuration not stated)	1
O=[N+]([O-])c1ccc(COc2ccccc2CN2CCCC2)cc1	-3
O=C(COC(=O)C1=Cc2ccccc2OC1)NCc1ccccc1	6
Cc1cnc(C(=O)OC(C)C(=O)NC2CCCc3ccccc32)cn1 (configuration not stated)	10
Cc1noc(C)c1NC(=O)N(C)C[C@H]1Oc2c(NS(=O)(=O)c3cn(C)cn3)cccc2C(=O)N([C@H](C)CO)C[C@@H]1C	4
CCCN(CC(=O)Nc1ccccc1C)C(=O)c1ccc(C(=O)c2ccccc2)cc1	2
CC(OC(=O)C1CCCCC1)C(=O)Nc1ccc(S(N)(=O)=O)cc1 (configuration not stated)	4
Cc1ccc(SCC(=O)OCC(=O)NCc2cccs2)cc1C	3
CCOc1ccc(NC(=O)CN2CCCC2c2cccs2)cc1S(=O)(=O)N1CCCC1 (configuration not stated)	-2
O=C1CS(=O)(=O)N(Cc2ccccc2F)c2ccc(Br)cc21	0
COc1cc(NC(=O)c2ccc(S(=O)(=O)N(C)c3ccccc3)cc2)cc(OC)c1	-4
N#Cc1ccccc1OCC(=O)NNC(=O)CCC1CCCC1	-2
O=C(CNC(=O)c1ccccc1)c1ccccc1	0
O=S(=O)(O)c1cccc2cccc(Nc3ccccc3)c12	-2
O=C(Cc1cccc(NC(=O)C2CCN(C(=O)C3CCC3)CC2)c1)Nc1cccc(C(=O)N2CCCC2)c1	8
CCN(CC(=O)Nc1ccc2c(c1)OCCO2)C(=O)CCOc1ccccc1	16
O=C(Nc1c(Br)cc2c(c1Br)Cc1cc([N+](=O)[O-])ccc1-2)C(Cl)Cl	4
COc1cccc(C2c3cc4c(cc3OC(N3CCOCC3)C2C)OCO4)c1O (configuration not stated)	7
CCN(CC(=O)Nc1c(F)cccc1F)C(=O)CNC(=O)c1ccc2ccccc2c1	1
CC(CC(=O)OCC(=O)NC1CCS(=O)(=O)C1)c1ccccc1 (configuration not stated)	4
COc1ccc(N2CC(NC(=O)c3ccc4ccccc4c3)CC2=O)cc1OC (configuration not stated)	-2
COc1ccc(C)cc1NC(=O)C1CCCN1S(=O)(=O)c1ccccc1F (configuration not stated)	3
CC1CCCCC1NC(=O)Cn1cnc2sccc2c1=O (configuration not stated)	-1

Arranged by value in IDE cell activ (rising): some entries from above.
SMILES	IDE cell activ
CCN(CC(=O)Nc1c(F)cccc1F)C(=O)CNC(=O)c1ccc2ccccc2c1	1
COc1cccc(C2c3cc4c(cc3OC(N3CCOCC3)C2C)OCO4)c1O (configuration not stated)	7
CCN(CC(=O)Nc1ccc2c(c1)OCCO2)C(=O)CCOc1ccccc1	16

Returning to the listing, starting four compounds before the break.
SMILES	IDE cell activ
CC(CC(=O)OCC(=O)NC1CCS(=O)(=O)C1)c1ccccc1 (configuration not stated)	4
COc1ccc(N2CC(NC(=O)c3ccc4ccccc4c3)CC2=O)cc1OC (configuration not stated)	-2
COc1ccc(C)cc1NC(=O)C1CCCN1S(=O)(=O)c1ccccc1F (configuration not stated)	3
CC1CCCCC1NC(=O)Cn1cnc2sccc2c1=O (configuration not stated)	-1
O=C(Nc1nccs1)[C@@H]1CCCN1S(=O)(=O)c1ccccc1F	-2
CCc1cccc(C)c1NC(=O)CCCN1C(=O)CN(C)C1=O	0
CC(=O)c1cccc(OC(=O)c2ccc3c(=O)n4c(nc3c2)CCC4)c1	-1
Cc1ccc(S(=O)(=O)n2cc(CO)c3ccccc32)cc1	3
COC(=O)c1ccc(COC(=O)CNC(=O)c2cccc(OC)c2)o1	2
O=C(COc1ccc(F)cc1)Nc1nnc(C2CC2)s1	5
CC(C(=O)N1CCc2ccccc21)N1CCN(S(=O)(=O)c2cccc(C(F)(F)F)c2)CC1 (configuration not stated)	4
O=c1[nH]cnc2ncc(-c3ccc(O)cc3)nc12	-1
Cc1cccc(NC(=O)CNC(=O)CCNC(=O)c2ccc(C(C)(C)C)cc2)c1C	2
COc1ccc(S(=O)(=O)NCCC(=O)NC2CCCCC2C)cc1[N+](=O)[O-] (configuration not stated)	3

3 compounds already listed, sorted by molecular weight, high to low:
SMILES	IDE cell activ
COc1ccc(S(=O)(=O)NCCC(=O)NC2CCCCC2C)cc1[N+](=O)[O-] (configuration not stated)	3
CC(=O)c1cccc(OC(=O)c2ccc3c(=O)n4c(nc3c2)CCC4)c1	-1
O=C(COc1ccc(F)cc1)Nc1nnc(C2CC2)s1	5

Further entries follow.
SMILES	IDE cell activ
CC(C)(C)c1cc(C2COC(=O)COCCOCC(=O)OCCOCCO2)cc(C(C)(C)C)c1O (configuration not stated)	7
CCN(CC(=O)Nc1c(F)cccc1F)C(=O)c1ccc(C(=O)c2ccccc2)cc1	1
O=C1C=CC(=C(c2ccc(O)cc2)c2ccc(O)cc2)C=C1	-2
Cc1cccc(NC(=O)CSc2nnc(CNC(=O)c3ccco3)n2C)c1C	-1
CN(Cc1ccccc1)C(=O)COC(=O)c1cc([N+](=O)[O-])ccc1N1CCOCC1	3
CC[C@H]1CCCCc2ccccc2[C@@H](C(=O)C[C@@H](O)CC(C)=O)OC1=O	-6
O=C(NCc1ccncc1)c1cccc(NS(=O)(=O)c2ccc(F)c(F)c2)c1	3
CC(C)(C)OC(=O)N1CCC(C(=O)Nc2ccc(C(=O)N3CCCC3)cc2)CC1	-4
COc1ccccc1NS(=O)(=O)c1cc(C(=O)N2CCCCCCC2)ccc1C	6
COc1cccc(CC(=O)Nc2ccc(N3CCOCC3)c(S(=O)(=O)Nc3ccccc3OC)c2)c1	3
CC(C#N)(NC(=O)CN1CCN(S(=O)(=O)c2ccccc2C#N)CC1)C1CC1 (configuration not stated)	-2
CCC(=O)c1cccc(-c2ccccc2)c1CC	0
Oc1cc(NCc2ccc(Cl)cc2)cc2cccnc12	-4
CN(CC(=O)Nc1ccc(F)cc1)C(=O)c1cc(-c2ccco2)nc2ccccc12	-5
CCc1cccc(C)c1NC(=O)CN(C)C1=NS(=O)(=O)c2ccccc21	4
CN(C)CCN1C(=O)CCC2(C)C1=CCC1C2CCC2(C)C1CCC2(C)O (configuration not stated)	4
Nc1ccccc1C=C1Cc2ccccc2C1=O	-4
Cc1c(C=NNc2ccccc2)[nH]c(=O)[nH]c1=O	-2
CC(=O)c1ccc(OCC(=O)OCC(=O)N(CC(C)C)c2c(N)n(Cc3ccccc3)c(=O)[nH]c2=O)cc1	2
COc1cc(/C=N/n2nnnc2N)cc(Cl)c1OC	8
CC(=O)N1c2ccccc2[C@H](C)[C@H]1C	5
COc1ccc(S(=O)(=O)N2CCCCCC2)cc1NC(=O)CCCOc1ccccc1	4
COC(=O)C1=C(C)N(Cc2ccccc2)C(=NCCc2c[nH]c3ccccc23)N[C@H]1c1ccccc1	3
O=C(NCc1ccncc1)c1ccc(S(=O)(=O)Nc2ccccc2)cc1	-1
CSCCC(NC(=O)c1ccccc1)C(=O)N1CCN(C(C)=O)CC1 (configuration not stated)	4
COC(=O)[C@@]1(Cc2ccccc2)[C@H]2C(=O)N(C)C(=O)[C@H]2[C@H]2CN=C(SCc3ccc(C#N)cc3)N21	3
Cc1nc(SCC(=O)NCC2COc3ccccc3O2)c2c(C)c(C)sc2n1 (configuration not stated)	4
N#Cc1c(-c2ccc(Cl)cc2)c(-c2ccc(Cl)cc2)nn(CCOC(=O)CCC(=O)O)c1=O	0
C[C@H](CO)N1C[C@H](C)[C@@H](CN(C)S(=O)(=O)c2ccc(F)cc2)Oc2ccc(NS(=O)(=O)c3ccc(F)cc3)cc2C1=O	2
O=C(NN1CCOCC1)c1ccc(Cl)cc1Cl	-4
COc1ccc(NS(=O)(=O)c2cc(NC(=O)CC(C)(C)C)ccc2N2CCCC2)cc1	2
Cc1nn(-c2ccccc2)c(C)c1/C=N/NC(=O)c1ccc(F)cc1	-3
CCCN(CC(=O)Nc1ccccc1OC)C(=O)CN1C(=O)NC2(CCCCC2)C1=O	-1
O=C(N/N=C/c1ccncc1)c1ccncc1	5
COc1ccc(C)cc1S(=O)(=O)NCC(c1ccco1)N1CCc2ccccc2C1 (configuration not stated)	-1
Cc1cc(OCCN2CCN(S(=O)(=O)c3ccccc3F)CC2)ccc1C(C)C	2
CCOC(=O)C1CCN(C(=O)c2ccc3c(c2)C(=O)N(c2ccccc2C)C3=O)CC1	-1
CC(Nc1ccc2ccccc2c1)C(=O)N/N=C/c1ccncc1 (configuration not stated)	0
Cc1ccc(-n2c(SCC(=O)O)nc3sc4c(c3c2=O)CC(C)(C)SC4)cc1	4
NCC(=O)CCC(=O)O	5
CC(Sc1nnc(C(F)(F)F)n1C)C(=O)Nc1ccc(N2CCOCC2)cc1 (configuration not stated)	5
Cc1ccc(S(=O)(=O)Nc2ccc3c(c2)C(=O)N([C@H](C)CO)C[C@@H](C)[C@@H](CN(C)C(=O)Nc2cccc4ccccc24)O3)cc1	-1
Cc1n[nH]c(C)c1S(=O)(=O)N1CCCC(C(=O)O)C1 (configuration not stated)	2
Cn1nnnc1SCC(=O)Nc1cccc(S(=O)(=O)N2CCCCC2)c1	4
COc1cc(OC)cc(C(=O)N[C@H](C(=O)OCC(=O)Nc2cccnc2Cl)C(C)C)c1	0
Cc1cccc(C2=NN(c3ccccc3)[C@@H](C(=O)N3CCOC3=O)[C@@H]2c2ccc(F)cc2)c1	1
O=C(CCN1CCOCC1)NNC(=O)c1ccc([N+](=O)[O-])cc1[N+](=O)[O-]	3
CCCn1c(N)c(C(=O)CSc2nnc(C3CC3)n2C2CC2)c(=O)[nH]c1=O	3
COc1ccccc1C=NNC(=O)C(=O)NN=Cc1ccccc1OC	0
Cc1ccc(SCC(=O)OCC(=O)N(C)CC(=O)Nc2ccc(F)cc2)cc1	3

Next records
SMILES	IDE cell activ
CC(=O)Nc1c(Br)cc2c(c1Br)C(=O)c1ccccc1-2	3
COc1ccc(NS(=O)(=O)c2cccc(C(=O)NCCCn3ccnc3)c2)cc1	-2
Cc1cc2nc(N3CCN(C(=O)c4cccs4)CC3)sc2cc1C	-6
CCCCn1c(N)c(N(CC(C)C)C(=O)CN2C(=O)C3CCCCC3C2=O)c(=O)[nH]c1=O (configuration not stated)	-2
COc1ccc2c3c(ccc2c1)C(=O)/C(=C/O)CC3	-12
Cc1noc(C)c1S(=O)(=O)N(C)C[C@H]1Oc2ccc(NC(=O)NC3CCCCC3)cc2C(=O)N([C@H](C)CO)C[C@@H]1C	-3

Source: PubChem BioAssay (The Scripps Research Institute Molecular Screening Center)

These rows are one share of the data; count on the stated rates, not on these rows.
